Screening data (PubChem)
RECQ1 inh: qHTS Assay for Inhibitors of RecQ-Like Dna Helicase 1 (RECQ1); RECQ1 DNA unwinding, red fluorescence kinetic read; Potency, µM (titrated, usually from 57.3 µM), for inactives: top-dose activity, negative = inhibition, most hits filed as inhibitors; hit rate 0.54% among 240,000; AID 2549, 2010;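 further: plate controls were vehicle for no effect and no enzyme for full effect; nearly all actives have a fitted effect of over 30% in size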
Target sequence (P46063 whole entry, looked up): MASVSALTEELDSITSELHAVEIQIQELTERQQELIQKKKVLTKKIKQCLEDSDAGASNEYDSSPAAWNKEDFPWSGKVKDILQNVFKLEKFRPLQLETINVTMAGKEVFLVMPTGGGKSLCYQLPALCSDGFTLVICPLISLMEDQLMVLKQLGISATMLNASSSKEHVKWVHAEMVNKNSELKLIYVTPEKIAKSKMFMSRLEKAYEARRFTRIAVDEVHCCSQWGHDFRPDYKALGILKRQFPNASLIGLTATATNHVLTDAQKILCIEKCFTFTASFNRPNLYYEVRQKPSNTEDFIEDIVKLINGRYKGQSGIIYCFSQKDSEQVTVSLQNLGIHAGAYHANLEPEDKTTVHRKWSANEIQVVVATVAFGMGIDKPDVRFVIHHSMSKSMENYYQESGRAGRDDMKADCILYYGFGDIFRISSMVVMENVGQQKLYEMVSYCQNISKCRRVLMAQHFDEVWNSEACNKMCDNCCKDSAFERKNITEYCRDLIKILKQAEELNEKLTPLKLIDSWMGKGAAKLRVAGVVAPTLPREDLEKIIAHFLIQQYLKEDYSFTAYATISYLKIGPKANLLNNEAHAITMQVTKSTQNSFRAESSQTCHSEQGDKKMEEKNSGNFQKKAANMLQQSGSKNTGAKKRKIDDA
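50 nM RECQ1T1 preincubated 15 min with compound in Tris pH 8.0 buffer with MgCl2, DTT, Tween-20 and 2.5 ug/ml poly(dI-dC); started with 200 nM TAMRA/BHQ-2 forked duplex and 2 mM ATP. Unwinding read as fluorescence (525/598 nm), two reads 2 h apart.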
L3MBTL1 block: qHTS Assay for the Inhibitors of L3MBTL1. Potency, µM (highest dose often 57.1 µM), without a hit: top-dose activity, negative = inhibition, actives largely listed as inhibitors. AlphaScreen L3MBTL1–H3K9me1 peptide binding. hit rate 0.66% among 230,000. Lethal(3)malignant brain tumor-like protein 1 (Homo sapiens), Q9Y468; further: nearly all actives have a fitted effect of over 60% in size
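First, the protein-peptide complex forms for 30 min at room temperature (L3MBTL1 50 nM, biotinylated H3K9me1 peptide 75 nM). Next, compounds are pin-transferred and incubated 30 min. Finally, AlphaScreen beads are added and read after 30 min.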
GAA inh: qHTS Assay for Inhibitors of Human alpha-Glucosidase as a Potential Chaperone Treatment of Pompe Disease; Potency, µM (titrated, usually from 76.9 µM), without a hit: at the highest dose activity change, negative = inhibition, actives largely listed as inhibitors; purified human GAA, 4-MU-alpha-glucoside fluorescence; hit rate 0.005% among 200,000; Lysosomal alpha-glucosidase (Homo sapiens), P10253;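 further: plate controls were uninhibited enzyme wells for no effect and no-enzyme background for full effect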
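Read-out is 4-methylumbelliferone fluorescence (Ex 365/Em 440 nm) after NaOH/glycine stop at pH 10. Enzyme 4 nM, substrate 400 uM, pH 5.0 citrate buffer, 20 min room temperature; AC50 from Hill-equation concentration-response.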
GAA glycogen: qHTS Assay for Inhibitors and Activators of Human alpha-Glucosidase Cleavage of Glycogen | hit rate 0.38% among 300,000 | Potency, µM (top dose mostly 76.4 µM), for the others: at the top dose activity change, negative = inhibition, usual class: inhibitors | recombinant GAA, glycogen substrate, Amplex Red glucose oxidase fluorescence;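 further: 0% = full enzyme reaction and -100% = no-enzyme basal signal; the screen sought inhibitors and activators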
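Natural-substrate format: glycogen cleavage by 4 nM human enzyme, glucose read by Amplex Red coupling (Ex 573, Em 610 nm). Normalized to enzyme and no-enzyme controls.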
TRb-SRC2 inh: qHTS for Inhibitors of the Interaction of Thyroid Hormone Receptor and Steroid Receptor Coregulator 2 | Thyroid hormone receptor beta (Homo sapiens), P10828 | TRbeta-SRC2 peptide binding, fluorescence polarization; receptor liganded with 1 µM T3 | Potency, µM (top dose mostly 106 µM), for inactives: at the top dose activity change, negative = inhibition, usual class: inhibitors | hit rate 0.065% among 280,000 | AID 1469, 2008;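 further: plate controls were bound peptide for no effect and peptide without receptor for full effect; nearly all actives have a fitted effect of over 50% in size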
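Quantitative HTS by FP: 0.6 uM TRb LBD, 20 nM labeled SRC2 20-mer, 1 uM T3, 5% DMSO; 5 hr ambient incubation; % activity per concentration and potencies from concentration series.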
GAA spleen mod: qHTS Assay for Inhibitors and Activators of Human alpha-Glucosidase From Spleen Homogenate; Potency, µM (titrated, usually from 79.9 µM), inactives show at the top dose activity change, negative = inhibition, hits mostly inhibitors; human spleen homogenate, 4-MU-alpha-glucoside fluorescence; hit rate 0.006% among 240,000; Lysosomal alpha-glucosidase (Homo sapiens), P10253; AID 2112, 2009;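 further: 0% = enzyme with vehicle and -100% = no enzyme basal signal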
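Human spleen homogenate (1 ug) incubated with compounds and 1 mM 4-methylumbelliferyl-alpha-D-glucopyranoside in pH 5.0 citrate/phosphate buffer, 37 C, 40 min. Stopped at pH 10; 4-MU fluorescence (Ex 365/Em 440 nm); AC50 by Hill fit.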
TexasRed fluor: Total Fluorescence Counterscreen for Inhibitors of the Interaction of Thyroid Hormone Receptor and Steroid Receptor Coregulator 2; TRb/SRC2 Texas Red total fluorescence interference; hit rate 0.29% among 280,000; Potency, µM (doses to about 106 µM), for inactives: top-dose fluorescence change, negative = quenching; active means well fitted curve in either direction with a large enough effect; inconclusive means small, poorly fitted or top-dose-only effect
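Flags fluorescent or light-absorbing compounds by total fluorescence, S + 2P, at 555 nm excitation and 632 nm emission. Mixture: 20 nM Texas Red SRC2 peptide, 0.6 uM human TRb LBD, 1 uM T3, 5% DMSO; compound exposure 5 h at ambient temperature.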
RGS12 GoLoco inh: qHTS Assay for Inhibitors of RGS12 GoLoco Motif Activity (Red Fluorophore); Guanine nucleotide-binding protein G(i) subunit alpha-1 (Homo sapiens), P63096; Gai1:RGS12 GoLoco peptide FP, rhodamine, 10 min; Potency, µM (doses to about 61.6 µM), inactives show at the highest dose activity, negative = inhibition, hits mostly inhibitors; hit rate 0.44% among 230,000; AID 880, 2007; active means well fitted inhibition curve with a large enough effect, not every such curve was filed as active; inactive means no such curve, though single readings can be large or run the other way; further: nearly all actives have a fitted effect of over 30% in size; many of its hits are not listed in these tables
Target sequence (P63096 whole entry, looked up): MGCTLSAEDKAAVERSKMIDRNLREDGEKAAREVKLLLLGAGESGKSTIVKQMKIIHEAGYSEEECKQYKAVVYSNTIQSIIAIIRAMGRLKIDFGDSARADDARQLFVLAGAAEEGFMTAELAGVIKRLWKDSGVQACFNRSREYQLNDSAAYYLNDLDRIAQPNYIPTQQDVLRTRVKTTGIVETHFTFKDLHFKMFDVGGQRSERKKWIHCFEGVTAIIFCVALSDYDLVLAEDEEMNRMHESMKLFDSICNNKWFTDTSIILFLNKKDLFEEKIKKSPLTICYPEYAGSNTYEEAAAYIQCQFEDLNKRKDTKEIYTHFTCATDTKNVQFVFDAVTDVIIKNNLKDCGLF
* marks the source's active call; other numbers are inactive results; i = inactive; ? = inconclusive; / = not tested or not shown; & = joins results of further samples; [ ] = remark or other dose. Unless noted, the call rests on the fitted dose curve; in most records, active means well fitted curve in the direction sought with a large enough effect; inconclusive means small, poorly fitted or top-dose-only effect, or another doubt; inactive means no such curve, though single readings can be large; an effect the other way counts as inactive or inconclusive. Unless noted, on the % scale 0 is the no-effect control and ±100 the full control effect; potency means the concentration at half of the fitted maximal effect.

molecule | GAA glycogen | TexasRed fluor | RECQ1 inh | RGS12 GoLoco inh | TRb-SRC2 inh | GAA spleen mod | GAA inh | L3MBTL1 block
COc1ccccc1N(C)S(=O)(=O)c1ccc(C(=O)OC(C)C(=O)NCc2ccc3c(c2)OCO3)cc1 (stereo unspecified) | 2% | -2% | -3% | 12% | -8% | -2% | -1% | -8%
COc1ccc(OC)c(NC(=O)[C@@H]2CCCN2C(=O)c2cccs2)c1 | 3% | 0%[53 µM] | 7% | 8% | -6%[53 µM] | 2% | 4% | 4%
Cc1cc(C)c2c(=O)[nH]c(SCC(=O)c3ccc(C(C)C)cc3)nc2n1 | 2% | -4% | -4% | 4% | -14% | -4% | -15% | /
CC(C(=O)N1CCN(C)CC1)N1C(=O)c2ccccc2C1=O (stereo unspecified) | -1% | -1% | -3% | 0% | -7% | -5% | 1% | -3%
CC1=CC(c2ccccc2)n2nc(NS(=O)(=O)c3ccc(C)cc3)nc2N1 (stereo unspecified) | 18% | -4% | -11% | / | 6% | 14% | -3% | 42%
Cc1c(Cl)cccc1N1CC(C(=O)Nc2nccs2)CC1=O (stereo unspecified) | -7% | 2% | 8% | 8% | -6% | -2% | 6% | /
Cc1[nH]c2ccccc2c1N=Nc1cccc(C(=O)O)c1 | 15% | -1% | -3% | 9% | 0% | -12% | -18% | -13%
CC(c1ccccc1)n1cc(C(=O)NCCN2CCOCC2)nn1 (stereo unspecified) | 0% | -3% | -2% | 9% | 4% | -7% | 0% | -2%
COc1ccc(-n2c(CNC(=O)COc3ccc(Cl)cc3)n[nH]c2=S)cc1 | ? | 1% | i | 3% | -10% | / | -1% | 11%
CCOc1ccc(OCC)c(NC(=O)C2C3C=CC(O3)C2C(=O)NCc2ccco2)c1 (stereo unspecified) | -22% | 0% | -7% | -3% | -9% | -15% | 1% | -6%
CCCN(CCC)c1nc(N(CCC)CCC)[nH]c(=O)n1 | 4% | -3% | i | 1% | -7% | 0% | -4% | /
CCN(CC)S(=O)(=O)c1cccc(-c2n[nH]c(=S)n2C)c1 | -9% | 5% | -5% | -4% | -2% | 2% | 0% | /
COC(=O)CCCC1=CC2=C(c3ccccc3)C(=O)C(C)(OC(=O)C3CCCC3)C(=O)C2=CN1CCCCO (stereo unspecified) | -7% | -3%[11.2 µM] | 1%[11.5 µM] | -11%[14.2 µM] | -2%[11.2 µM] | -3%[17.4 µM] | / | /
Cc1c(NC(=O)CN2C(=O)NC3(CCCC3)C2=O)c(=O)n(-c2ccccc2)n1C | -5% | -1% | -17% | -12% | 1% | 3% | -4% | /
CCC(C)NC(=O)C(NS(=O)(=O)c1ccc2c(c1)c(=O)n(C)c(=O)n2C)c1ccccc1 (stereo unspecified) | -7% | 0% | -4% | 6% | 0% | 5% | -1% | /
CCN(c1ccccc1)S(=O)(=O)c1cccc(C(=O)NCC(c2cccs2)N(C)C)c1 (stereo unspecified) | -2% | -3% | -4% | 1% | 1% | -22% | -1% | -9%
Cc1ccc(SC(CC(=O)c2ccc(C)cc2)C(=O)O)cc1 (stereo unspecified) | 5% | -1% | i | -9% | -19% | 5% | 6% | /
COC(=O)c1cc(S(=O)(=O)N2CCC(C)CC2)ccc1F | -9% | -1% | 4% | -33% | 0% | -1% | 4% | -2%
CCN(CCCNC(=O)C1CCN(S(=O)(=O)c2cnc[nH]2)CC1)c1ccccc1 | -8% | -3% | 12% | -11% | -4% | -9% | -2% | 0%[11.4 µM]
CCOC(=O)c1ccc(NC2c3ncccc3C(=O)N2Cc2ccc(F)cc2)cc1 (stereo unspecified) | 5% | -4% | i | 4% | 1% | -7% | -2% | -4%
c1ccc2[nH]c(SN3CCOCC3)nc2c1 | -18% | 2% | i | 8.9µM* | -19% | -1% | -4% | -1%
O=C(C(c1ccccc1)c1ccccc1)N1CC[C@@]2(O)CCCC[C@H]2C1 | 2% | 0% | -6% | 2% | 8% | 3% | / | 5%
CS(=O)(=O)N1CCc2cc(S(=O)(=O)Nc3ccc4c(c3)OCCO4)ccc21 | -2% | 0% | -4% | -6% | -9% | -15% | -9% | 3%
O=C(O)COc1ccc2c(c1)OCCO2 | -1% | 2% | -6% | -1% | 1% | -6% | -1% | 7%
O=S(=O)(c1ccc(Cl)cc1)N1CCCC1c1nc(-c2ccc(Cl)cc2)no1 (stereo unspecified) | -6% | -5% | 2% | 12% | -8% | -5% | -1% | 0%
O=C(CCCc1nc(-c2ccccc2)no1)Nc1cccnc1 | 5% | 2% | -20% | 8% | 6% | 0% | -8% | 8%
CCCCc1ccc(N=N/C(C(=O)Nc2ccc(NC(C)=O)cc2OC)=C(/C)O)cc1 | 1% | -5% | -6% | 7% | 7% | -2% | 4% | -3%
CCN(CC)S(=O)(=O)c1cc(NC(=O)CSc2nnc(-c3cccs3)o2)ccc1C | -4% | -16% | -1% | 6% | -3% | -18% | 1% | 10%
COc1ccc(OC)c(NS(=O)(=O)c2ccc3c(c2)CCC(=O)N3)c1 | 9% | 3% | i | 7% | 3% | 5% | -2% | 6%
COc1ccc(-n2c(Cc3cccn3C)nnc2SCC(=O)N2CCC(C)CC2)cc1 | -2% | -2% | 11% | 5% | 4% | -2% | 15% | -10%
CC(C)(C)c1ccccc1OCCCCCn1ccnc1 | -12% | 0% | -1% | -2% | 8% | -7% | ? | -23%[11.4 µM]
O=C(OCc1ccccc1)[C@@H]1COC(c2ccc(Br)cc2)=N1 | / | -1% | i | 1%[88.7 µM] | -7% | -1%[119 µM] | / | /
CCc1ccc(-c2cc(C(F)(F)F)n3nc(C(=O)Nc4cnn(Cc5ccccc5C)c4)cc3n2)s1 | 2% | -2% | -5% | 0% | 9% | 0% | ? | 3%
Cc1ccc(OCCN2CCN(CC(O)Cn3c4ccccc4c4ccccc43)CC2)cc1 (stereo unspecified) | -10% | -2% | -5% | -5% | 2% | -6% | -7% | ?
COc1ccc(OCCNC(=O)c2ccccc2OCC(=O)Nc2ccc(NC(C)=O)cc2)cc1 | -8% | -2% | 2% | 6% | -1% | -17% | -1% | -10%
O=C(NNC(=O)c1sccc1-n1cccc1)Nc1ccccc1 | 13µM* | 2% | 3% | 1% | -3% | 5% | 1% | 0%
CCC(=C(c1ccc(OC)cc1)c1ccc(OC)cc1)c1cn(CC(O)CN2CCN(C)CC2)c2ccccc12 (stereo unspecified) | -28% | -3% | -15% | 3% | 1% | -3% | -1% | /
Cc1noc(C)c1CSc1cc(C)c2ccccc2n1 | -10% | -1% | -7% | 1% | 1% | -2% | -8% | 20%
O=C(O)CCCCn1c(SCC(=O)Nc2ccccc2C(F)(F)F)nc2ccsc2c1=O | 11% | 0%&-3% | -6% | 3% | 3%&-5% | 9% | -8% | 7%
CCOC(=O)c1nnn(-c2nonc2N)c1-c1ccccc1 | 4% | 0% | i | -8% | 3% | -1% | -6% | 1%
CCNC(=O)/C(=C\c1ccccc1)NC(=O)/C=C/c1ccccc1 | 0% | -2% | 2% | -4% | 8% | -4% | 5% | 8%
CN(C)CCNc1oc(COc2ccc(Cl)cc2Cl)nc1C#N | -4% | 5% | i | 0% | 1% | -5% | -1% | 1%
COc1ccc(C2C(C(=O)c3ccco3)=C(O)C(=O)N2CC2CCCO2)cc1 (stereo unspecified) | 4% | 0% | -7% | 14% | -1% | 5% | 13% | 5%
C=CCn1c(=O)c(C(=O)NCCc2ccccc2)c(O)c2ccccc21 | -5% | 1% | -2% | 4% | 6% | -9% | -13% | /
CCOC(=O)C1=C(N)OC2=C(C(=O)CCC2)C1c1cccnc1 (stereo unspecified) | -1% | -6% | -7% | 8% | 11% | -1% | -13% | 0%
CC(=O)Nc1ccc(Oc2cc(C#N)c(C#N)cc2N2CCOCC2)cc1 | 1% | 0% | -4% | 2% | 5% | 2% | -2% | /
CCCN(c1ccc(C(C)C)cc1)S(=O)(=O)c1c(C)noc1C | -2% | -4% | -17% | -3% | 1% | -4% | -4% | /
COc1ccc(B(O)O)cc1 | / | -3% | i | 1% | -8% | -8% | / | /

Compound profiles (already shown). Order of values: GAA glycogen	TexasRed fluor	RECQ1 inh	RGS12 GoLoco inh	TRb-SRC2 inh	GAA spleen mod	GAA inh	L3MBTL1 block
`CCCN(c1ccc(C(C)C)cc1)S(=O)(=O)c1c(C)noc1C` reads -2%	-4%	-17%	-3%	1%	-4%	-4%	/
`Cc1c(Cl)cccc1N1CC(C(=O)Nc2nccs2)CC1=O` (stereo unspecified) reads -7%	2%	8%	8%	-6%	-2%	6%	/

(list continues)
molecule | GAA glycogen | TexasRed fluor | RECQ1 inh | RGS12 GoLoco inh | TRb-SRC2 inh | GAA spleen mod | GAA inh | L3MBTL1 block
CCc1ccc(NC(=O)COc2ccc(/C=C(/C#N)c3nc4ccccc4[nH]3)cc2OC)cc1 | 2% | -5% | -10% | 11% | 3% | -6% | 0% | 13%
Cc1cccc(NS(=O)(=O)c2ccc3c(c2)Cc2cc(S(=O)(=O)Nc4cccc(C)c4C)ccc2-3)c1C | -2% | -1% | -12% | 3% | -5% | -5% | -12% | -13%
CCOC(=O)c1c(NC(=O)CSc2nncs2)sc(C)c1-c1ccccc1 | 4% | -1% | 1% | 24% | 4% | -3% | 0% | -6%
Cc1c(NC(=O)C(C)N2C(=O)NC3(CCC(C)CC3)C2=O)c(=O)n(-c2ccccc2)n1C (stereo unspecified) | 21% | -2% | 4% | -10% | -8% | -3% | -2% | -17%[11.4 µM]
COc1cccc(CN(C)CC(=O)Nc2sc3c(c2C#N)CCC3)c1 | 1% | -1% | i | 31%[activator] | 1% | -14% | -8% | /
CS(=O)(=O)c1nc(-c2ccc(Br)cc2)cc(-c2ccccc2)c1C#N | 4% | 0% | -17% | 5% | 0% | 2% | 0% | /

Only part of the results is shown (hit frequency here may not be typical).
